Compound activity from PubChem BioAssay.
S1P2 ag: activates the human S1P2 receptor | O95136 | S1P2-expressing cell line, agonist reporter read-out | activation, % at 4.5 µM | 97,000 tested, 0.46% active | AID 729; in the data active means activation above about 16%;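 further: 0% = vehicle low control and 100% = maximal reference agonist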
Target sequence (O95136 whole entry, looked up): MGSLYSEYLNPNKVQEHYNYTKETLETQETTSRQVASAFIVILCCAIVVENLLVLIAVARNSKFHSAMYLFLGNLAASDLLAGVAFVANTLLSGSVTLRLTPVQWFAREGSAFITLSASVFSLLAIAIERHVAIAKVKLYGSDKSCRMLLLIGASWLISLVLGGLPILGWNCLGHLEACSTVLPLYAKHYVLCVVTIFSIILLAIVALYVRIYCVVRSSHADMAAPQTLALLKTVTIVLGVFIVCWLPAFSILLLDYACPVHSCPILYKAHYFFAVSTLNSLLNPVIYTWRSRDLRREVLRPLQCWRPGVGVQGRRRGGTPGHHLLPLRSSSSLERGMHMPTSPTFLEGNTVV
sEH inh: inhibitors of human soluble epoxide hydrolase | inhibition, % at 2 µM | recombinant human sEH enzymatic activity assay | 91,000 tested, 0.34% active | P34913 | AID 707; in the data active means inhibition above about 80%; further: values of inactives mirror those of a sister screen read the other way; many of its hits are not listed in these tables
PostGolgi ctrl: yeast control strain growth, post-Golgi counter-screen. efflux-deficient yeast background strain, growth absorbance A615, 16 h. inhibition, % at 10 µM. 98,000 tested, 5% active. AID 738
CYP2C19 inhib: human CYP2C19 inhibition | CYP2C19 Supersomes, luciferin-H EGE luminescence, 30 min | inhibition, % at 5 µM | 96,000 tested, 21% active | AID 778;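 active means CYP2C19 inhibition above a set limit at 5 µM in the primary screen, cut at about 50% in these data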;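 further: plate controls were negative control wells for no effect and 2.5 mM tranylcypromine positive control for full effect; values of inactives mirror those of a sister screen read the other way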
Target sequence (P33261 whole entry, looked up): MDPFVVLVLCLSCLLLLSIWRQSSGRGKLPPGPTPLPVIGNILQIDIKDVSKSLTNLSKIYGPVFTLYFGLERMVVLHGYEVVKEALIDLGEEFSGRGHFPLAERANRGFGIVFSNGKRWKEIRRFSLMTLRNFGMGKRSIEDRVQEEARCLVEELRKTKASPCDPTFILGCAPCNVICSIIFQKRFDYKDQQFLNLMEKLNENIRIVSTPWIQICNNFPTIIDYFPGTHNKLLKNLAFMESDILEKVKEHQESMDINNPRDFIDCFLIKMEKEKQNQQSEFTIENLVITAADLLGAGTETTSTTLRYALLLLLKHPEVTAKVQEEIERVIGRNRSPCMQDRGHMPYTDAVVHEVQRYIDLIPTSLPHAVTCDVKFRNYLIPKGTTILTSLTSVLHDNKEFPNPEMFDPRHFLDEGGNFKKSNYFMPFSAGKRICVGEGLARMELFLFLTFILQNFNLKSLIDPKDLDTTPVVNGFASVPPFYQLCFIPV
DAT uptake mod: changed human dopamine transporter uptake under cocaine IC80. Q01959. LLC-PK1 hDAT cells, [14C]-dopamine uptake with cocaine IC80; actives deviate in either direction. B-score at 10 µM. 110,000 tested, 1.3% active;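 active means Z score or B-score, a plate-position-corrected score, falls beyond the plate's 99.7% confidence bounds, in either direction; inactive means both scores lie inside the 99.7% bounds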;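 further: scored against the spread of the other compound wells on the same plate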
S1P2 antag: blocks the human S1P2 receptor | inhibition, % at 5 µM | 97,000 tested, 0.21% active | cell-based S1P2 antagonist assay, inhibition at 5 uM; in the data active means inhibition above about 45%;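 further: CRE beta-lactamase reporter cells expressing human S1P2 stimulated with S1P; 0% = agonist at EC80 alone and 100% = agonist plus reference antagonist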
PostGolgi yeast: growth inhibition of a yeast mutant, post-Golgi transport screen; post-Golgi transport phenotypic cell assay; AID 739; inhibition, % at 10 µM; 98,000 tested, 0.9% active;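 further: yeast cells grown in 1536-well plates; yeast grown about 18 h at 30C before absorbance read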
sEH act: soluble epoxide hydrolase (human) activation; AID 717; activation, % at 2 µM; purified human sEH enzymatic activity, activator screen; 91,000 tested, 0.04% active; in the data active means activation above about 37%; further: values of inactives mirror those of a sister screen read the other way
CYP2C19 activ: activators of human cytochrome P450 2C19; P33261; recombinant CYP2C19, luciferin-H EGE luminescence; active compounds read high; 0 = fully inhibited enzyme, 1 = untreated enzyme; activation factor at 5 µM; 96,000 tested, under 10 active; AID 1025;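 active means activation factor of at least 2 at 5 µM in the primary screen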;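 further: 0 = wells with 2.5 mM tranylcypromine and 1 = vehicle-only wells; values of inactives mirror those of a sister screen read the other way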
Starred values were filed as active, the others as inactive; . = not tested or not shown; & = joins results of further samples. Unless noted, no stated cut-off is given here; in the data, active means inhibition above about 30%; inactive means the rest.

SMILES	S1P2 ag	sEH inh	PostGolgi ctrl	CYP2C19 inhib	DAT uptake mod	S1P2 antag	PostGolgi yeast	sEH act	CYP2C19 activ
CN(C)c1nc(SCC#N)nc(N2CCOCC2)n1	1	12	2	-5	-0.17	-43	1	-12	1
CCOc1ccc(S(=O)(=O)NCC2CCCO2)c2cccnc12 (centres undefined)	-1	7	28	6	-0.41	-33	-13	-1	0.9
Cc1ccccc1-n1c(SCc2c(C)noc2C)nnc1-c1cccnc1	-3	10	12	11	1.7	-13	1	-9	0.9
Cc1ccc(Cn2c(C(=O)NCCCN3CCOCC3)cc3sccc32)cc1	.	.	8	20	0.31	.	10	.	0.8
FC(F)(F)c1nc(N2CCCC2)ncc1-c1nnnn1-c1ccc(Cl)cc1	-3	40	58*	90*	-0.67	-6	22	-39	0.1
CCOc1ccc(-c2nnn(CC(=O)c3ccc4c(c3)OCCO4)n2)cc1OCC	1	2	-5	25	-1.2	17	-11	-2	0.7
CC(C)(C)C1CCC(C(=O)Nc2ccccc2)CC1 (centres undefined)	-5	30	13	14	0.19	-11	-4	-30	0.9
CC(C)OC(=O)CSc1ncnc2c1cnn2-c1ccccc1	-8	-3	2	2	0.32	14	-18	3	1
CCCCC1(CC)C(=O)NC(=O)NC1=Nc1ccc(OC)cc1 (centres undefined)	-6	-10	7	2	-0.94	19	8	9	1
CCN1CCN(CC(=O)n2c3c(c4ccccc42)CC(C)CC3)CC1 (centres undefined)	0	8	2	51*	0.35	-10	-5	-3	0.5
O=C(c1ccccc1)c1ccccc1C(=O)N1CCCC1	-3	10	0	3	-0.1	7	-9	-5	1
CNC(=O)NCCN1CCCC1=O	-4	4	-3	-21	0.18	10	-12	-5	1.2
CCCCn1cnc2cc(NCc3cccc(OC)c3O)ccc21	-1	9	6	44	0.61	14	-3	-8	0.6
Cc1cc([N+](=O)[O-])ccc1-c1ccc(C2Nc3ccccc3C(=O)N2O)o1 (centres undefined)	-11	-19	2	17	2	10	-5	15	0.8
O=c1[nH]c2ccc(Cl)cc2c(-c2ccccc2)c1N1CCN(c2ccccn2)CC1	.	.	82*	-8	0.77	.	31*	.	1.1

Just CYP2C19 activ, for 3 of the compounds above:
canonical_smiles	CYP2C19 activ
CNC(=O)NCCN1CCCC1=O	1.2
CCCCn1cnc2cc(NCc3cccc(OC)c3O)ccc21	0.6
Cc1cc([N+](=O)[O-])ccc1-c1ccc(C2Nc3ccccc3C(=O)N2O)o1 (centres undefined)	0.8

Following part:
SMILES	S1P2 ag	sEH inh	PostGolgi ctrl	CYP2C19 inhib	DAT uptake mod	S1P2 antag	PostGolgi yeast	sEH act	CYP2C19 activ
Cc1cc(NC(=O)/C=C/C(=O)N(c2ccccc2C)C(C(=O)NC2CCCC2)c2ccc(F)cc2)no1 (centres undefined)	-7	-7	9	11	.	10	0	11	0.9
Cc1cc(C(=O)N2CCN(c3ccccc3)CC2)c(C)o1	-6	-1	2	38	-0.64	4	0	0	0.6
Fc1ccc2c(c1)C(c1ccncc1)=NNC(c1cccnc1)=N2	-5	-3	-3	51*	0.76	-7	7	7	0.5
COc1ccc(N(CC(=O)NCc2cccs2)S(=O)(=O)c2cccnc2)cc1	0	-11	30*	84*	-1.3	-10	-7	10	0.2
COc1ccc(Cn2c(N)c(C#N)c3nc4ccccc4nc32)cc1	31*	11	4	20	.	-62	-6	-13	0.8
CCc1sc(N2C(=O)C3C4CCC(C4=C(C)C)C3C2=O)nc1-c1ccccc1 (centres undefined)	0	11	17	15	-0.23	-10	-9	-10	0.9
CCCC(=O)NC(=S)Nc1cccc(Cl)c1N1CCCCC1	3	-3	16	69*	1.4	-41	-6	3	0.3
COc1cc(C(=O)Nc2cccc(-c3nc4ncccc4o3)c2C)cc(OC)c1OC	-5	-4	-9	-5	-0.012	7	7	4	1
O=C(COc1cccc(OC(F)F)c1)Nc1ccc(SC(F)F)cc1	-5	26	31*	81*	-0.62	0	-12	-26	0.2
COc1cc(NS(=O)(=O)c2ccc(Br)s2)cc(OC)c1	-8	0	14	100*	-0.31	-7	-13	3	0
CCOC(=O)N1CCN(CC(=O)Nc2c(C(=O)OC)[nH]c3cccc(Cl)c23)CC1	.	.	11	27	0.047	.	-4	.	0.7
COC(=O)C(CCSC)NC(=O)C12CC3CC(CC(C3)C1)C2 (centres undefined)	0	5	25	-6	-0.33	-6	-5	-9	1.1
Nc1ccc(C(=O)N/N=C/c2ccccc2)cc1	-3	6	18	-15	-0.54	9	-10	-8	1.1
CCOC(=O)c1nc(Nc2ccc(C)cc2)c2ccccc2n1	0	-2	16	71*	0.35	-6	-1	3	0.3
Cc1ccc(NC(=O)CNc2ccc(OC(C)C)cc2)c(C)c1	-7	12	.	.	-0.78	10	.	-10	.
CCCCN(C)C(=O)CCC(=O)Nc1ccc2nc(N3CCOCC3)cc(C)c2c1	-6	.	10	8	2.5	-4	2	.	0.9
Cc1ccc(N(CC(=O)Nc2ccc(S(=O)(=O)N3CCOCC3)cc2)S(C)(=O)=O)cc1C	-5	.	7	77*	2	5	-3	.	0.2
CCN(Cc1ccccc1)C(c1cccc(C#N)c1)c1nnnn1C(C)(C)C (centres undefined)	-6	14	15	72*	0.41	0	-9	-13	0.3
COc1ccc2nc(NC(=O)C3CCN(S(=O)(=O)c4cccc5nsnc45)CC3)sc2c1	-8	-1	22	48	-0.15	25	-6	-2	0.5
Cc1cc(C)c(C#N)c(SCC(=O)CC(=O)OC(C)C)n1	.	.	-7	91*	0.41	.	0	.	0.1
Cc1ccc(-c2nn(C)c(=O)c3ccccc23)cc1CNC(=O)Cn1nc(-c2ccccc2)c2ccccc2c1=O	-7	-3	2	9	.	39	3	3	0.9
COc1ccc(C)cc1N(CC(N)=O)S(=O)(=O)c1ccc(C)cc1	.	.	-3	90*	0.13	.	-8	.	0.1
O=C(O)[C@H]1CCCC[C@H]1C(=O)NCCc1ccccc1	-4	-15	-3	-1	1.1	7	0	16	1
COc1cc(CNCCSc2nnnn2C)cc(Br)c1OCc1ccccc1F	-6	-2	15	68*	1.2	18	4	5	0.3
CCOc1cccc(-c2cc(-c3n[nH]c(=S)n3CC)c3ccccc3n2)c1	-9	6	21	24	2.4*	13	2	-5	0.8
Cc1ccc(S(=O)(=O)N2CCN(C(=O)CC3CCCC3)CC2)cc1	-3	-11	6	11	-0.87	8	1	11	0.9
CCOC(=O)c1c(C)n(O)c2ccc(Cl)cc2c1=O	.	.	-2	6	-0.36	.	-3	.	0.9
Nc1nonc1C(=O)NC(c1ccccc1)c1ccccc1	-7	7	8	90*	0.002	-2	5	-4	0.1
CCOCCCNS(=O)(=O)c1ccc2c(c1)oc(=O)n2CC(=O)OCC	-3	0	28	-10	-0.59	2	0	-2	1.1
O=C(c1cccc(C(F)(F)F)c1)N1CCN(c2cc(=O)[nH]nc2-c2ccccc2)CC1	1	-10	-3	-7	0.025	3	-10	13	1.1
COc1ccc(CCn2c(=N)c(C(=O)NCc3ccco3)cc3c(=O)n4ccccc4nc32)cc1	-2	7	2	26	.	15	4	-6	0.7
O=S(=O)(N=S(N1CCCCC1)N1CCCCC1)c1ccccc1	-6	-2	15	7	0.23	13	3	2	0.9
COc1cc(NC(=O)c2cc3nc(-c4ccccc4)cc(-c4ccccc4)n3n2)cc(OC)c1OC	10	-8	-14	33	1.4	13	-4	10	0.7
COC(=O)c1c(-c2ccc(Br)cc2)noc1N	-5	3	16	78*	0.76	-10	-4	-6	0.2
COC(=O)Cc1cc(=O)n(-c2nc3ccccc3[nH]2)[nH]1	-10	.	-1	.	-0.076	20	6	.	.
O=C(O)CSc1cccc2cccnc12	-1&-6	2&-12	2&3	-8&0	1.5&-0.63	-6&-1	-3&-3	-1&15	1.1&1
CCN1C(=O)c2n[nH]c(C(=O)OC)c2C1=O	-6	-27	1	4	-0.29	-8	-2	26	1
O=C(NCc1cccs1)c1noc2c1CCCC2	.	.	18	18	-0.38	.	1	.	0.8
O=C(/C=C/c1ccccc1)NC(NC(=S)Nc1cc(Cl)ccc1Cl)C(Cl)(Cl)Cl (centres undefined)	-5	5	-1	28	-0.44	20	-9	-2	0.7
Cc1cc(C)cc(N(C(=O)c2sc(C)nc2C)C(C(=O)NCc2ccco2)c2ccccc2)c1 (centres undefined)	-5	1	9	-1	-0.027	24	-9	0	1
CC(C)CC(NC(=O)c1ccc(Cl)cc1Cl)C(=O)O (centres undefined)	-2	1	1	3	-0.24	-15	0	-2	1
CCOc1cc(NC(=O)c2ccco2)c(OCC)cc1NC(=O)COc1ccccc1C	-5	-2	.	.	0.21	14	.	-2	.
Cc1cccc(CC2S/C(=N/c3ccccn3)NC2=O)c1 (centres undefined)	-7	3	.	.	-0.8	-11	.	-1	.
Cc1ccc(NC2=C(N3CCCCC3)C(=O)c3ccccc3C2=O)cc1	-1	6	26	43	0.49	-15	11	-4	0.6
COc1ccc(-c2nnc(SCC(=O)Nc3cc(C)on3)n2N)cc1OC	-8	-19	8	15	0.35	1	-14	18	0.9
CCOC(=O)c1c(-c2ccc(C)o2)csc1NC(=O)CSc1nnc(C)s1	-8	-11	23	88*	0.85	-4	-6	10	0.1
Cc1cccc(C)c1NC(=O)C1CC(=O)N(C(C)C)C1 (centres undefined)	-5	11	-4	-4	-0.57	13	-6	-11	1
O=S(=O)(c1ccc2ccccc2c1)N1C=CC(C(F)(F)F)=NCC1	-2	4	-3	35	0.68	-10	1	-5	0.6
CCOc1ccc(N(CC(=O)NCCCOC)S(C)(=O)=O)cc1	.	.	10	10	-1.2	.	4	.	0.9
O=C(CSc1ccc2nnc(-c3ccccn3)n2n1)Nc1ccc2c(c1)OCCO2	-2	1	0	27	0.07	-5	0	-1	0.7
O=C(Nc1ccc(C(F)(F)F)cc1)c1cccnc1N1CCOCC1	-1	0	1	12	-0.13	-7	2	0	0.9
Cc1nn(C(=O)N2CCCCC2)c(C)c1CN1C(=O)c2ccccc2C1=O	-2	0	3	69*	-2.2	-3	7	-2	0.3
COCc1cc(C)nc(SCC(=O)Nc2cccc(C)c2C)c1C#N	-8	18	1	38	-0.12	-13	8	-18	0.6
O=C(CSc1nnc(CN2CCOCC2)n1-c1ccc(Cl)cc1)Nc1ccc2c(c1)OCO2	-3	8	6	2	1.5	-17	1	-9	1
c1ccc(NC2=Nc3ccccc3CC2)cc1	-8	-16	5	68*	-0.99	-6	3	10	0.3
COC(=O)Cc1cnc(NC(=O)C2C3CCC(C3)C2C(=O)O)s1 (centres undefined)	-6	-6	12	-8	-0.93	13	7	8	1.1
CC(Sc1nc(-c2ccccc2)cc(C(F)(F)F)n1)C(=O)NCc1ccco1 (centres undefined)	-8	9	6	-2	1.1	-9	-4	-12	1
Cc1ccc(C(=O)n2nc(-c3cccnc3)nc2N)cc1	-7	1	9	14	0.032	-18	-2	1	0.9
CC(=O)NCCc1ccc(S(=O)(=O)NCc2ccc3c(c2)OCO3)cc1	-8	3	2	61*	-1.6	2	2	-1	0.4
CCCCN(C)CCNC(=O)c1c[nH]c2ccc(S(=O)(=O)N(CC)CC)cc2c1=O	-6	-2	4	5	.	0	15	3	0.9
Continuation.
SMILES	S1P2 ag	sEH inh	PostGolgi ctrl	CYP2C19 inhib	DAT uptake mod	S1P2 antag	PostGolgi yeast	sEH act	CYP2C19 activ
CON(C)c1nc(OCCNC(=O)OCc2ccc(Cl)cc2C)nc(N(C)C)n1	0	10	.	.	-0.47	-6	.	-6	.
O=C1C2C3C=CC(C4CC34)C2C(=O)N1/N=C/c1ccc(-c2ccc(F)cc2[N+](=O)[O-])o1 (centres undefined)	-4	7	10	2	0.12	-8	-2	-6	1
CCc1c(C)nc(SCC(=O)c2ccc(C)c(C)c2)[nH]c1=O	-4	10	24	17	-0.71	-9	0	-10	0.8
O=C(N/N=C/c1c[nH]c2ccccc12)c1ccn(Cc2ccc(Cl)cc2)n1	-7	15	2	65*	0.018	7	-1	-16	0.4

By substructure, those above containing a tert-butyl group
SMILES	S1P2 ag	sEH inh	PostGolgi ctrl	CYP2C19 inhib	DAT uptake mod	S1P2 antag	PostGolgi yeast	sEH act	CYP2C19 activ
CC(C)(C)C1CCC(C(=O)Nc2ccccc2)CC1 (centres undefined)	-5	30	13	14	0.19	-11	-4	-30	0.9
CCN(Cc1ccccc1)C(c1cccc(C#N)c1)c1nnnn1C(C)(C)C (centres undefined)	-6	14	15	72*	0.41	0	-9	-13	0.3
